Source: PubChem (several laboratories)
OXTR ag: activates the human oxytocin receptor; P30559; CHO-OTR cells, Fluo-8 calcium fluorescence; normalized: DMSO 0%, oxytocin 100%; activation, % at 3 µM; 0.32% of 320,000 active;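 active = activation above the mean of all tested compounds plus 3 SD, cutoff set per screening run, cut at about 20% in these data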;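 also: peak over basal fluorescence ratio from a 100 s FLIPR kinetic read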
MEKK2mut PB1 HTS: signal of MEK5 binding to mutant human MEKK2 PB1 domain; 0.35% of 290,000 active; bead flow cytometry, Alexa488-MEK5 binding to MEKK2 mutant; percent response, % at 10 µM; in the data active = percent response above about 24%, passing the limit was not always enough; also: inactives centre near 1; some results filed as inactive read as strong as hits; reference of the scale not given here
MEKK2 WT-MEK5: raises or lowers MEK5 binding to wildtype human MEKK2 PB1 domain. Q9Y2U5. bead flow cytometry, Alexa488-MEK5 binding to MEKK2 WT; actives lie on both sides. binding response (% of control), % at 10 µM. 1.1% of 290,000 active; in the data active = binding response below about 67% or above about 130%
GalR3 antag: blocks the human galanin receptor 3 | O60755 | HEK293 GalR3-CNG cAMP membrane potential fluorescence; galR3 body fused to GalR1 C-terminus | inhibition, % at 3 µM | 0.44% of 360,000 active;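 active = inhibition above the screen-wide average plus 3 SD, cut at about 13% in these data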;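 also: forskolin and galanin both at EC90 stimulate the cells; cAMP rise reported by CNG channel membrane potential dye signal; 0% = forskolin plus galanin with DMSO and 100% = forskolin alone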
Target sequence (O60755 1-299 limits assumed): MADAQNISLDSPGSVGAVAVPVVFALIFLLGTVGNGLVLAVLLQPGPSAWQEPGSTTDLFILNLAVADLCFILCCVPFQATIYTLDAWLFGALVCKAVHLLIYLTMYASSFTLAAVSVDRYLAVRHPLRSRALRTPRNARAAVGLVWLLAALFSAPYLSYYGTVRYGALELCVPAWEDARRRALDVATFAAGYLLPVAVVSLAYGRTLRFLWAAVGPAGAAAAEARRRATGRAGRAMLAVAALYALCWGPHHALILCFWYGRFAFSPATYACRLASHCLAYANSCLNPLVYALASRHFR
MEKK3 PB1 HTS: modulators (inhibitors or enhancers) of MEK5 binding to human MEKK3 PB1 domain | Q99759 | binding response (% of control), % at 10 µM | AID 1529 | bead-based flow cytometry, Alexa488-MEK5 binding to MEKK3; actives lie on both sides; 0 = blocked by unlabeled MEK5, 100 = vehicle | 1.4% of 290,000 active;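 active = binding response more than 3 SD above or below the average of its plate-row segment, actives on both sides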;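 also: Alexa488 bead fluorescence after subtracting the streptavidin-only scavenger bead signal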
Target sequence (Q99759 whole entry, looked up, the tested form may be a part): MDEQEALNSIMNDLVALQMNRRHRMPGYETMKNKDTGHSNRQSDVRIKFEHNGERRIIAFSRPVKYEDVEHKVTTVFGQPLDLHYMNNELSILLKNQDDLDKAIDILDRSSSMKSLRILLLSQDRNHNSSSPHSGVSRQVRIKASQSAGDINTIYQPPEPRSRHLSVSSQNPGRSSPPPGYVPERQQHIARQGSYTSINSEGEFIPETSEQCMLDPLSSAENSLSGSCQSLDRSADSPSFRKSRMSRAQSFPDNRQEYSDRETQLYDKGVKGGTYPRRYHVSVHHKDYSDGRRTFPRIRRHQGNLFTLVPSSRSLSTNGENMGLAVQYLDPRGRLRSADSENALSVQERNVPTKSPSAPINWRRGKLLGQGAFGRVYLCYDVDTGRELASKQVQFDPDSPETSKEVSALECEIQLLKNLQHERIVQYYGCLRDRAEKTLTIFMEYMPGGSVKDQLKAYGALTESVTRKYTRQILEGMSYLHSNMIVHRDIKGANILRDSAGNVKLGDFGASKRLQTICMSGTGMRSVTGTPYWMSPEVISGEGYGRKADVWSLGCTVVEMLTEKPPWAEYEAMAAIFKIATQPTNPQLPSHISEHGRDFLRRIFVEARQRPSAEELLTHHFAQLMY
PHOSPHO1 block: blocks human PHOSPHO1 phosphatase activity; recombinant PHOSPHO1, absorbance phosphatase assay; 1.1% of 290,000 active; inhibition, % at 13.3 µM; Q8TCT1; in the data active = inhibition above about 60%
NALP1 inh: blocks the NALP1 inflammasome reconstituted in yeast. S. cerevisiae NALP1/ASC/caspase-1 growth, X-gal OD620, 72 h. 0.61% of 280,000 active. inhibition, % at 10 µM; in the data active = inhibition mostly above about 24%, no sharp cut-off; inactive = mostly below about 32%; also: some compounds called inactive have numbers as strong as hits
V1aR counter: activates human V1a receptor in oxytocin agonist counter-screen; P37288; CHO-V1R cells, Fluo-8 calcium fluorescence, agonist mode; 0% DMSO, 100% 3 nM vasopressin; activation, % at 3 µM; 0.25% of 320,000 active; AID 2797;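 active = activation above the mean activation of all tested compounds plus 3 SD, per screening run, cut at about 20% in these data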;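 also: signal is peak over basal fluorescence ratio across a 100 second FLIPR read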
GPR7 antag: antagonists of human GPR7 (neuropeptides B/W receptor 1); P48145; GPR7-expressing cells, fluorescence antagonist assay; inhibition, % at 4.4 µM; 1.1% of 290,000 active; AID 1861; in the data active = inhibition above about 16%, passing the limit was not always enough;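 also: cells stimulated with the agonist NPW; 0% = agonist with vehicle and 100% = vehicle without agonist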
Starred values were filed as active, the others as inactive; · = no result given; & = joins results of further samples; [ ] = remark or other dose.

SMILES	OXTR ag	MEKK2mut PB1 HTS	MEKK2 WT-MEK5	GalR3 antag	MEKK3 PB1 HTS	PHOSPHO1 block	NALP1 inh	V1aR counter	GPR7 antag
CN1CCN(C2=C(Cl)C(=O)N(c3cccc(Cl)c3)C2=O)CC1	2.4	8.0	111.0	0.9	100.0	7.0	40.3	1.3	10.6
COc1ccccc1N1CCN(C(=O)NCc2ccc(Cl)cc2)CC1	2.7	-5.0	99.0	-6.6	100.0	2.3	22.9	6.4	0.8
Cc1ccc2c(CC(=O)OCc3csc(C)n3)coc2c1	-1.7	-14.0	3.0*[inhibitor]	5.8	3.0*[inhibitor]	8.7	-7.7	-1.0	-7.9
Cc1cc(C)n(CCCO)c(=O)c1C#N	0.6	-7.0	93.0	-7.4	91.0	-5.3	25.6	-0.5	-14.3
CCc1c(C)[nH]n(CCC#N)c1=O	1.2	-4.0	94.0	-4.5	99.0	2.7	12.2	-1.0	5.8
CS(=O)(=O)N1CCC(C(=O)Nc2cc(Cl)c(Cl)cc2Cl)CC1	1.6	0.0	103.0	-3.0	104.0	13.8	34.1	3.8	7.3
O=C(O)CSc1sc(=S)sc1SCC(=O)O	0.8	-7.0	94.0	-7.8	94.0	-58.7	6.9	0.5	-18.6
COCCNC(=O)c1cc2nc3c(c(C(F)(F)F)n2n1)CCc1ccccc1-3	0.3	-5.0	96.0	0.0	102.0	-1.1	30.3*	-0.5	-2.5
CC(C)Cc1cc(C(=O)Nc2ccc(F)cc2F)no1	-2.7	1.0	104.0	·	104.0	10.1	32.8	-1.0	7.8
CCN(CC)CCNC(=O)CCc1c(C)nc2c(c(C)nn2-c2ccc(C)c(C)c2)c1C	·	12.0	130.0	-12.8	101.0	56.5	22.1	·	22.3
O=C(Nc1ccn(Cc2ccccc2)n1)c1cccc(F)c1	·	1.0	122.0	-0.2	135.0*	17.0	26.8	·	8.2
O=C(NC1=C(Nc2ccc(F)cc2)C(=O)c2ccccc2C1=O)c1ccc(Cl)cc1	-2.7	-5.0	96.0	-0.7	95.0	0.3	21.4	-2.1	-7.2
Nc1cc(OCC(F)(F)F)cc([N+](=O)[O-])c1	-2.0	1.0	103.0	-1.9	103.0	-13.0	37.2	0.9	-7.5
O=C(COc1cc(F)ccc1[N+](=O)[O-])NCCCc1ccccc1	-1.0	3.0	101.0	2.8	103.0	-3.7	16.2	0.5	-12.5
CCOc1ccc(C(=O)NC(=S)Nc2ccccc2N2CCCCC2)cc1[N+](=O)[O-]	-0.1	-1.0	102.0	2.8	104.0	-14.7	46.4	-0.5	-5.7
CCOC(=O)c1c(C)n(C)c2ccc(OC(=O)c3ccoc3)cc12	-1.0	-7.0	97.0	-11.0	98.0	40.8	15.3	-0.3	15.6*
COc1cc2c(cc1OC)C(C(=O)O)C(c1cc(Br)c(O)c(OC)c1)N(C)C2=O (configuration not stated)	0.5	7.0	114.0	-1.3	107.0	20.7	-5.5	0.4	1.4
CCOC(=O)C1=C(O)C(=O)N(Cc2ccc(C(C)(C)C)cc2)CC1	-0.5	1.0	100.0	-7.8	100.0	10.9	1.0	2.1	-5.3
CCOc1ccc(-n2c(-c3ccccc3)c[n+]3c2CCC3)cc1	0.2	2.0	109.0	-3.6	102.0	42.8	4.0	-0.1	-15.5
COc1cc(/C=N/NC(N)=S)ccc1OCC(=O)Nc1ccc(C)cc1	-0.1	8.0	118.0	-6.5	115.0	29.0	39.4	-0.6	15.8
COc1ccc(NS(=O)(=O)c2cn(C)cn2)c(OC)c1	-0.7	4.0	98.0	-9.4	100.0	27.9	-12.4	-0.7	-6.1
NC(N)=NC(=O)c1nc(Cl)c(N)nc1N	-0.9&0.1&-0.1	4.0&3.0&2.0	94.0&110.0&102.0	-3.4&-4.7	97.0&109.0&102.0	-3.8	19.1	0.9&0.1&0.1	-12.6
Cc1cc(C(=O)NNC(=O)Nc2ccccc2)no1	0.9	0.0	99.0	0.4	103.0	12.3	·	0.4	0.2
O=C(c1ncc[nH]1)c1ccco1	1.2	3.0	103.0	8.5	98.0	1.7	3.0	-0.3	1.8

Brought forward from above: two entries, followed by the next part.
SMILES	OXTR ag	MEKK2mut PB1 HTS	MEKK2 WT-MEK5	GalR3 antag	MEKK3 PB1 HTS	PHOSPHO1 block	NALP1 inh	V1aR counter	GPR7 antag
Cc1cc(C(=O)NNC(=O)Nc2ccccc2)no1	0.9	0.0	99.0	0.4	103.0	12.3	·	0.4	0.2
O=C(c1ncc[nH]1)c1ccco1	1.2	3.0	103.0	8.5	98.0	1.7	3.0	-0.3	1.8
CCCN1C(=O)c2cc(C(=O)NCc3cccs3)ccc2C1O (configuration not stated)	·	6.0	112.0	·	117.0	-9.3	20.0	·	4.0
O=C(CNC(=O)c1cccc(F)c1)N/N=C/c1ccc(O)c([N+](=O)[O-])c1	-1.3	21.0	114.0	-4.5	103.0	3.4	15.4	-1.3	-12.2
Cc1ccc(Nc2nc(/N=C/N(C)C)n[nH]2)cc1C	0.0	0.0	100.0	-4.7	105.0	35.8	9.0	-0.1	-4.4
COc1ccc(/C=N/NC(=O)c2ccc(N3CCCC3=O)cc2)cc1	1.0	-3.0	100.0	-9.4	98.0	-60.5	5.9	0.4	-16.8
NC(=O)c1ccsc1NC(=O)c1cc(=O)c2ccccc2o1	-0.9	-9.0	75.0	1.9	61.0	3.7	12.0	0.7	-17.6
C=CCC1(CC=C)CCCN1C(=O)c1cc(COc2cccc(OC)c2)on1	0.6	0.0	102.0	-9.8	99.0	12.1	9.1	3.0	-9.3
Cc1cc(O)c(-c2cc(C(=O)NCc3ccc4c(c3)OCO4)[nH]n2)cc1C	1.5	-3.0	97.0	-3.0	99.0	13.3	28.3	0.8	-0.4
O=C(CN1CCN(Cc2ccccc2)CC1)Nc1ccc(N2CCOCC2)cc1	-1.1	4.0	113.0	2.9	116.0	36.2	22.0	0.5	-6.5
O=C(CN1C(=O)CCC1=O)Nc1cccc2c1C(=O)NC2=O	1.7	-4.0	96.0	20.6*	99.0	-10.2	-0.7	0.3	-16.8
CCN1C(=O)c2ccccc2S(=O)(=O)c2ccc(C(=O)NCCOC)cc21	1.9	-1.0	103.0	-6.2	102.0	28.0	24.0	0.4	15.3
CCOC(=O)C(C)N1N=C(/C=C/c2ccc(OC)cc2)CCC1=O (configuration not stated)	1.3	8.0	102.0	3.4	104.0	17.6	1.7	-0.3	-5.8
COc1cccc(OC)c1C(=O)OCC(=O)Nc1ccc(OC(F)(F)F)cc1	-1.4	-4.0	96.0	0.9	96.0	16.4	31.1	0.8	2.8

Quoted from the listing for reference:
SMILES	OXTR ag	MEKK2mut PB1 HTS	MEKK2 WT-MEK5	GalR3 antag	MEKK3 PB1 HTS	PHOSPHO1 block	NALP1 inh	V1aR counter	GPR7 antag
O=C(COc1cc(F)ccc1[N+](=O)[O-])NCCCc1ccccc1	-1.0	3.0	101.0	2.8	103.0	-3.7	16.2	0.5	-12.5
CCOc1ccc(C(=O)NC(=S)Nc2ccccc2N2CCCCC2)cc1[N+](=O)[O-]	-0.1	-1.0	102.0	2.8	104.0	-14.7	46.4	-0.5	-5.7
CCOC(=O)c1c(C)n(C)c2ccc(OC(=O)c3ccoc3)cc12	-1.0	-7.0	97.0	-11.0	98.0	40.8	15.3	-0.3	15.6*
COc1cc2c(cc1OC)C(C(=O)O)C(c1cc(Br)c(O)c(OC)c1)N(C)C2=O (configuration not stated)	0.5	7.0	114.0	-1.3	107.0	20.7	-5.5	0.4	1.4
CCOC(=O)C1=C(O)C(=O)N(Cc2ccc(C(C)(C)C)cc2)CC1	-0.5	1.0	100.0	-7.8	100.0	10.9	1.0	2.1	-5.3
CCOc1ccc(-n2c(-c3ccccc3)c[n+]3c2CCC3)cc1	0.2	2.0	109.0	-3.6	102.0	42.8	4.0	-0.1	-15.5
COc1cc(/C=N/NC(N)=S)ccc1OCC(=O)Nc1ccc(C)cc1	-0.1	8.0	118.0	-6.5	115.0	29.0	39.4	-0.6	15.8
COc1ccc(NS(=O)(=O)c2cn(C)cn2)c(OC)c1	-0.7	4.0	98.0	-9.4	100.0	27.9	-12.4	-0.7	-6.1
NC(N)=NC(=O)c1nc(Cl)c(N)nc1N	-0.9&0.1&-0.1	4.0&3.0&2.0	94.0&110.0&102.0	-3.4&-4.7	97.0&109.0&102.0	-3.8	19.1	0.9&0.1&0.1	-12.6
Cc1cc(C(=O)NNC(=O)Nc2ccccc2)no1	0.9	0.0	99.0	0.4	103.0	12.3	·	0.4	0.2
O=C(c1ncc[nH]1)c1ccco1	1.2	3.0	103.0	8.5	98.0	1.7	3.0	-0.3	1.8
CCCN1C(=O)c2cc(C(=O)NCc3cccs3)ccc2C1O (configuration not stated)	·	6.0	112.0	·	117.0	-9.3	20.0	·	4.0
O=C(CNC(=O)c1cccc(F)c1)N/N=C/c1ccc(O)c([N+](=O)[O-])c1	-1.3	21.0	114.0	-4.5	103.0	3.4	15.4	-1.3	-12.2
Cc1ccc(Nc2nc(/N=C/N(C)C)n[nH]2)cc1C	0.0	0.0	100.0	-4.7	105.0	35.8	9.0	-0.1	-4.4
COc1ccc(/C=N/NC(=O)c2ccc(N3CCCC3=O)cc2)cc1	1.0	-3.0	100.0	-9.4	98.0	-60.5	5.9	0.4	-16.8
NC(=O)c1ccsc1NC(=O)c1cc(=O)c2ccccc2o1	-0.9	-9.0	75.0	1.9	61.0	3.7	12.0	0.7	-17.6

Continued:
SMILES	OXTR ag	MEKK2mut PB1 HTS	MEKK2 WT-MEK5	GalR3 antag	MEKK3 PB1 HTS	PHOSPHO1 block	NALP1 inh	V1aR counter	GPR7 antag
COC(=O)C1(C)NC(c2cccs2)C2C(=O)N(c3ccc(F)cc3)C(=O)C21 (configuration not stated)	-0.3	-2.0	92.0	-1.8	103.0	-10.0	-16.6	-0.1	-11.3
Cc1ccc(C)c(S(=O)(=O)NCC(=O)N2CCCC2)c1	1.1	1.0	106.0	-6.5	104.0	39.0	19.9	0.7	3.4
CC(C)(C)CC(C)(C)Nc1c(-c2ccc(O)cc2)nc2cnccn12	-0.2	-9.0	92.0	-5.7	96.0	·	·	0.4	0.3
CC(C)(C)c1ccc(C(CC(=O)O)NC(=O)Cc2ccccc2)cc1 (configuration not stated)	0.7	3.0	107.0	-10.4	106.0	-2.0	-27.9	3.4	-4.1
O=C(O)c1ccc2nc3c(nc2c1)-c1ccccc1C3=O	-0.7	-4.0	95.0	0.0	101.0	10.8	-19.0	-0.9	-5.8
COc1ccc(C)cc1NC(=O)C1CCCN1C(=O)OCc1ccccc1 (configuration not stated)	-2.2	0.0	101.0	0.7	102.0	10.6	13.6	-0.3	2.6
CC1CCCN(CCC(=O)Nc2ccc(F)c(F)c2)C1 (configuration not stated)	0.1	2.0	103.0	-10.3	103.0	-26.4	15.0	1.6	-3.0
COc1ccc(OC)c2[nH]c(=O)c(CCNC(=S)NC(C)(C)C)cc12	0.7	-19.0	83.0	-5.2	87.0	-29.8	-4.8	0.2	9.0
CC(C)(C)NC(=O)NC(=O)CN1C(=O)NC(C)(c2ccccc2)C1=O (configuration not stated)	1.2	2.0	98.0	6.6	100.0	39.2	-10.1	1.5	4.6
COc1ccc(CCN(C)CCCN2CC(c3ccccc3)CC2=O)cc1OC (configuration not stated)	-0.9	-12.0	84.0	2.7	93.0	3.3	22.5*	-1.0	4.6
FC(F)Oc1ccc(NC(=S)NC2CCCCCCC2)cc1	5.6	1.0	98.0	-4.4	99.0	39.0	13.5	9.8	-1.5
O=C(NC1CCN(S(=O)(=O)c2ccc(Cl)c(F)c2)CC1)c1cccnc1	0.8	-4.0	98.0	-6.2	102.0	0.4	-1.5	2.8	-1.1
